Measles CPE = protection of cells from measles virus; Measles virus-infected cells, CPE protection, absorbance; protection (pct of control), % at 4 µM; 140,000 tested, 1.5% active; AID 841; in the data active means protection mostly above about 24%, no sharp cut-off; inactive means mostly below about 26%; further: some compounds called inactive have numbers as strong as hits
bCat KO growth = beta-catenin-lacking colon tumor cell growth suppression. HCT116 beta-catenin knockout viability, CellTiter-Glo, 60 h; stronger effect = lower value. AID 818. viability, % at 10 µM. 140,000 tested, 1.5% active;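 active means viability at or under a set limit, the compound median less 4 SD, cut at about 6% in these data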;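 further: 0% = Hyamine 1622 control at 20 µM and 100% = untreated cell control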
HCT116 PTEN-null = suppresses growth of cells with PTEN deletion. HCT116 PTEN-null viability, CellTiter-Glo, 60 h; stronger effect = lower value. viability, % at 10 µM. 140,000 tested, 1.2% active. AID 827;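 active means viability at or below a set limit, 4 SD under the median of all tested compounds, cut at about 3.7% in these data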;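 further: PTEN knockout HCT116 line with beta catenin targeted HCT116 as companion control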
E-sel TNF inh = blocks E-selectin expression induced by TNF alpha; HUVEC TNFa-induced E-selectin immunofluorescence, high content; 120,000 tested, 0.71% active; inhibition, % at 2 µM;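 active means inhibition above the batch mean plus 3 SD, and confirmed as a hit on visual image review, cut at about 43% in these data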;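 further: 0% = TNF-stimulated DMSO wells and 100% = unstimulated control wells; not every result past the cut was called active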
MRP1 act = activates MRP-1; 140,000 tested, 0.61% active; AID 799; H69AR cells + doxorubicin, viability rescue, CellTiter-Glo; viability increase, % at 10 µM;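 active means viability gain under doxorubicin at or above a set limit, the compound median plus 3 SD, cut at about 4.7% in these data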;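 further: MRP-1 overexpressing cells given doxorubicin 25 µM after compound pretreatment; 18-22 h compound pretreatment then 72 h with doxorubicin before readout; 0% = doxorubicin-only wells and 100% = vehicle-treated cells without doxorubicin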
BB579 growth dn = chemicals that inhibit yeast BB579 growth in restrictive medium (lifespan-shortening candidates) | S. cerevisiae BB579 growth, OD615, 48 h | inhibition, % at 10 µM | 140,000 tested, 0.51% active;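 active means inhibition above a set limit, 3 SD over the mean compound inhibition, cut at about 44% in these data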; further: inactives centre near -24
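Assay system: S. cerevisiae DeaD strain BB579 yeast. Medium: CSMM-D restrictive synthetic medium containing dextrose (glucose). Times: 4 h cell preincubation, 48 h compound exposure, 30 °C humidified. Signal: OD615 turbidity measurement. Benchmarks: positive control amphotericin B 10 µg/mL.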
Yeast lifespan up = extends the lifespan of yeast. S. cerevisiae growth with nicotinamide, OD615; deaD strain in restrictive glucose medium. inhibition of the nicotinamide effect, % at 10 µM. 130,000 tested, 0.68% active;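 active means inhibition above a set limit, placed 3 SD over the median of all compounds, cut at about 26% in these data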;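 further: 0% = nicotinamide-treated wells and 100% = cells grown without nicotinamide; some compounds called inactive have numbers as strong as hits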
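Assay system: DeaD-strain S. cerevisiae. Medium: CSMM-D glucose medium, restrictive. Reagent: nicotinamide, 1.5 mM, co-present with compound. Compound: 10 µM single point, 0.25% DMSO. Schedule: culture preincubation 4 h, compound exposure 48 h, both 30 °C. Detection: absorbance at 615 nm.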
Phagocyt inh = blocks phagocytosis by macrophages; 110,000 tested, 0.07% active; J774A.1 macrophage IgG-bead phagocytosis, imaging; inhibition, % at 5 µM;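 active means inhibition above the mean of the plate negative controls plus 5 SD, cut at about 13% in these data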;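 further: phagocytic index as fraction of beads internalized from green versus red external bead signal; plate controls were DMSO negative control for no effect and cytochalasin-D positive control for full effect; some results beyond the cut were filed as inactive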
GALR2 blocker = antagonists of human galanin receptor 2 (GALR2) | O43603 | GALR2-expressing cells, antagonist mode | inhibition, % at 4 µM | 140,000 tested, 0.39% active | AID 828; in the data active means inhibition above about 27%;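 further: cells stimulated with galanin 1-16 at roughly its EC80; 0% = agonist challenge control and 100% = basal control without agonist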
Target sequence (O43603 whole entry, looked up): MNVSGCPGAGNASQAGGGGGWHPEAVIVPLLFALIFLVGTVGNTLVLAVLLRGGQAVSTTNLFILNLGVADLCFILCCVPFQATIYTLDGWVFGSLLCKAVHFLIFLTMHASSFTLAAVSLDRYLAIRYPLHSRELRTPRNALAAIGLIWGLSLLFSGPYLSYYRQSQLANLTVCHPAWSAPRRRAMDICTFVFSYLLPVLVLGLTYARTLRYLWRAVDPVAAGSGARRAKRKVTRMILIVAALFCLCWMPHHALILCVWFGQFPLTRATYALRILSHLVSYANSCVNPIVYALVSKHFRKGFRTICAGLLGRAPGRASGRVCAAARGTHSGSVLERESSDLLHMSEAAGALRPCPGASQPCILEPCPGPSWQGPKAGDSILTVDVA
NPY-Y2 antag = antagonists of human neuropeptide Y receptor Y2. P49146. NPY-Y2 expressing cells, antagonist mode. inhibition, % at 2.7 µM. 140,000 tested, 0.99% active; in the data active means inhibition above about 17%;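 further: 0% = vehicle with agonist challenge and 100% = reference antagonist with challenge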
Target sequence (P49146 whole entry, looked up): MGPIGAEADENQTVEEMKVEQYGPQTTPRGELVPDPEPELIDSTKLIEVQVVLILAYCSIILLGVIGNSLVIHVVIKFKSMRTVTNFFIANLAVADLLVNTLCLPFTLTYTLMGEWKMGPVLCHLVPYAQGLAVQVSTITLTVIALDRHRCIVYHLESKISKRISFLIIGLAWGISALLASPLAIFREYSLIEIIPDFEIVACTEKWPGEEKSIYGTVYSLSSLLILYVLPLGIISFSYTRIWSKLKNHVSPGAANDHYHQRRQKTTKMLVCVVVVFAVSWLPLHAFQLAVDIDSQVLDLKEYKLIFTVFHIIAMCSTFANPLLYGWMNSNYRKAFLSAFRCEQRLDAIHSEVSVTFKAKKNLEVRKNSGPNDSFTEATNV
An asterisk follows results filed as active; . = not tested or not shown.

SMILES	Measles CPE	bCat KO growth	HCT116 PTEN-null	E-sel TNF inh	MRP1 act	BB579 growth dn	Yeast lifespan up	Phagocyt inh	GALR2 blocker	NPY-Y2 antag
CCOC(=O)CC(/C(C)=N\O)c1ccccc1 (stereo not given)	7	87	86	.	0.1	-6	-12	-1	3	4
COc1ccc(NC(=O)CC2CCCC2)cc1S(=O)(=O)N1CCCCC1	8	79	84	.	-1.0	-46	2	-3	8	3
Cc1cccc(N2CCN(C(=O)C3CCN(S(=O)(=O)c4cccc5cccnc45)CC3)CC2C)c1 (stereo not given)	13	54	52	.	-0.5	-35	-15	0	.	.
O=C(CSc1nnc(-c2cnccn2)n1Cc1ccco1)Nc1ccc(Br)cc1	12	84	75	17	-4.5	-48	-14	0	6	4
CCCCn1c(/N=C/c2ccc(N(C)C)cc2)nc2ccccc21	5	91	85	-17	-2.7	13	.	.	5	3
O=C(NCCc1ccc(Cl)cc1)/C(=C/c1cccnc1)NC(=O)c1ccccc1	22	99	93	17	-0.9	-14	4	-10	6	2
O=C(Nc1cccc(NC(=O)c2ccc(Br)o2)n1)c1ccc(Br)o1	9	98	97	-21	2.8	-37	-17	-3	-3	7
O=C(Nc1ccc(Oc2ccccc2)cc1)c1ccco1	1	86	89	-6	-0.4	13	-19	-2	10	0
CCC1CCCCN1Cc1nc2c(c(=O)n(C)c(=O)n2C)n1CCC(C)C (stereo not given)	.	.	.	-7	.	.	.	0	3	12
COC1CCCCC1Nc1ccc(C)c(C)c1 (stereo not given)	11	88	90	2	-1.3	-32	.	.	4	2
Cc1cccc(C(P(=O)(c2ccccc2)c2ccccc2)P(=O)(c2ccccc2)c2ccccc2)n1	10	68	63	-8	0.1	-11	1	-10	-1	8
Cc1cc(C(=O)NCCCN2CCCC2=O)no1	6	111	103	-15	-1.3	-10	-1	0	-4	-2
Cc1ccc(C)c(N2CCN(C(=O)C(Cc3ccccc3)n3cccc3)CC2)c1 (stereo not given)	6	69	67	-15	1.2	-2	-3	1	-5	13
CCOc1cc(C2CC(=O)c3c(ccc4ccccc34)N2)ccc1O (stereo not given)	4	74	78	4	-4.0	-21	-15	.	-5	3
Cc1ccc(C)c(Nc2ccc(C(=O)NCCc3ccccc3)cn2)c1	6	93	96	.	-0.6	-26	-4	-11	-2	5
Cc1ccc2cc(CN(CC3CCCO3)C(=S)Nc3ccccc3)c(=O)[nH]c2c1C (stereo not given)	20	29	28	.	-3.6	-7	0	4	-7	3
CCOc1ccccc1N(CC(=O)Nc1ccc(S(=O)(=O)N2CCOCC2)cc1)S(=O)(=O)c1ccccc1	22	73	66	17	-0.4	-34	-13	.	3	-1
COc1ccc(C(=O)N/C(=C/c2cccs2)c2nc3ccccc3[nH]2)cc1OC	13	80	71	4	-2.6	-43	4	-7	1	0
Cc1nc(N2CCN(Cc3ccccc3)CC2)nc2c1C(=O)CC(c1ccco1)C2 (stereo not given)	12	68	70	-4	5.6*	-30	-22	-2	-11	1
COc1ccc(OCCSc2nnc(CCNC(=O)c3ccc(Cl)c(Cl)c3)n2C)cc1	6	89	84	6	-0.2	-24	1	.	1	1
COc1ccc(N2CC(C(=O)Nc3ccc(S(=O)(=O)Nc4nc(C)cc(C)n4)cc3)CC2=O)cc1 (stereo not given)	6	104	108	-16	0.8	-19	-10	-1	-12	0
O=C1CN(C(=O)c2cc3ccccc3oc2=O)C(c2ccccc2)c2cc(F)ccc2N1 (stereo not given)	6	91	96	-21	-0.8	-38	-3	.	4	1
CCOC(=O)c1c(C)nc2sc(C(=O)Nc3ccccc3)c(N)c2c1-c1ccc(OC)cc1	-1	22	21	25	-4.1	-29	0	-1	25	-4
N#CNC1=NCN(CCc2ccccc2)CN1	2	92	98	.	-1.9	-6	-14	.	4	2
Cc1ccc(NC(=O)Cn2nnc(-c3ccccc3NC(=O)c3cccs3)n2)cc1	6	4.0*	3.4*	-70	-2.2	-51	-1	.	10	2
COc1ccc(N2CCN(CCNC(=O)C3CC(=O)N(C4CCCC4)C3)CC2)cc1 (stereo not given)	13	92	97	-16	-1.0	-18	-1	.	-1	3
O=S(=O)(NCc1ccc(Cl)cc1)c1cnc[nH]1	6	102	100	-5	0.8	-6	-12	-1	1	3
CCOC(=O)c1sc2nc3c(cc2c1N)COC(C(C)C)C3 (stereo not given)	1	74	82	-13	-0.8	-38	-19	.	0	0
Cc1cc(C(=O)Nc2sc3c(c2C#N)CCC(C)C3)cs1 (stereo not given)	1	69	68	-7	-3.1	-39	-8	-4	-11	-1
O=c1nc2n(c3ncccc13)CCC2	10	104	100	5	-0.8	-29	-17	0	-1	-2
Nc1nnc(-c2ccco2)s1	7	95	94	.	-0.7	-13	-10	2	-10	4
COc1cc(-c2nnc(SC/C=C/c3ccccc3)n2N)cc(OC)c1OC	28	78	73	13	-2.7	-12	-22	.	20	7
COc1ccc(-c2cc(C(=O)N(C)Cc3ccccc3)no2)cc1OC	4	122	96	41	-0.9	-10	-16	-2	-3	5
O=S1(=O)CCN(Cc2cccc(Cl)c2)CC1	10	96	104	.	-1.9	-32	-14	.	1	2
CCc1ccccc1NC(=O)CSc1nnc([C@@H](NC(=O)OC(C)(C)C)C(C)CC)o1 (stereo not given in full)	16	95	99	-8	-1.1	-10	-6	0	4	4
COc1ccc(CNC(=O)c2cccc(N(C)C)c2)cc1	11	97	98	2	-2.6	-26	-6	-2	2	8
Cc1cccc(OCCCOc2cccc3cccnc23)c1C	3	24	38	2	0.5	73*	-28	-6	-7	21*
CCOc1ccc(N2C(=O)/C(=C/c3cc(OC)c(OC)c(OC)c3)N(CC(=O)OC)C2=S)cc1	8	15	14	-5	-5.2	-43	6	.	4	-2
Fc1ccc(-c2nc3c(Cl)cc(C(F)(F)F)cn3c2Cl)cc1	6	96	89	11	-1.8	-32	-16	0	16	4
COc1ccc(C2C(C(=O)OCC(=O)NC(C)(C)C)CCC(=O)N2c2ccc(C)cc2)cc1OC (stereo not given)	1	91	90	-4	5.7*	-25	2	0	-6	-2
O=C(COC(=O)c1c2c(nc3ccccc13)CCCC2)c1cccs1	16	83	84	.	-1.0	6	-25	.	-3	2
C=CCn1c(-c2ccccc2)n[nH]c1=S	3	104	114	-3	-2.5	-16	-9	.	-8	-2
CCCS(=O)(=O)N1CCCC(C(=O)NCCCN(CC)c2cccc(C)c2)C1 (stereo not given)	5	63	77	37	-2.5	-42	-22	7	-20	0
Cc1cc([N+](=O)[O-])ccc1-c1ccc(/C=N/NC(=O)Cc2ccccc2)o1	3	68	62	.	2.4	-10	0	-2	7	-1
COc1ccc(/C(O)=C2/C(=O)C(=O)N(Cc3cccnc3)C2c2ccccn2)cc1 (stereo not given)	8	97	97	.	-2.2	-30	-6	.	6	6
Cc1cc(NC(=O)C23CCC(C)(C(=O)O2)C3(C)C)no1 (stereo not given)	5	101	98	19	-3.0	-33	-14	0	0	-1
CCCCc1nc(NCc2ccccc2)c(C#N)c2c1COC(C)(C)C2	9	77	88	-23	-1.1	-59	7	0	-6	2
COc1ccc(-c2n[nH]c(C)c2-c2ccc(Cl)cc2)c(O)c1OC	3	44	41	-29	-1.3	-75	-9	2	0	1
CN(CC(=O)O/N=C(\N)c1ccccn1)S(=O)(=O)c1cc(Cl)ccc1Cl	10	103	111	-33	-0.6	-20	-4	0	5	2
O=C(c1ccccc1)c1c[nH]c2cc3c(cc2c1=O)OCO3	21	93	93	-10	-3.3	-5	.	.	4	1

Additional compounds
SMILES	Measles CPE	bCat KO growth	HCT116 PTEN-null	E-sel TNF inh	MRP1 act	BB579 growth dn	Yeast lifespan up	Phagocyt inh	GALR2 blocker	NPY-Y2 antag
CC(=O)c1nc(N2C(=O)CC(Cc3ccc(C)cc3)C2=O)sc1C (stereo not given)	14	95	88	.	3.4	-24	1	-9	-14	1
Cc1ccc(C)c(N2CCN(C(=O)CCCCn3c(=O)[nH]c4ccccc4c3=O)CC2)c1	9	72	57	-10	-2.3	3	-25	-2	-9	3
Cc1ccc(CNC(=O)c2cnc(-c3ccccn3)nc2C(F)(F)F)cc1	4	95	92	8	-1.6	-37	-9	-1	-10	4
CSc1cccc(NC(=O)CCCOc2ccc(Cl)cc2Cl)c1	3	84	87	-4	-2.1	-51	-2	-3	-6	10
CC(C)(C)c1cc[n+](/C(C(=S)NC2CC2)=C(/[O-])c2ccc(Cl)s2)cc1	4	56	58	.	-3.3	-4	-17	0	-1	2
Cc1cc(C)c(NC(=O)CN2C(=O)NC3(CCOc4ccccc43)C2=O)c(C)c1 (stereo not given)	32	92	82	12	-0.9	-25	-6	0	-14	2

Entries shown so far that contain an NH in an aromatic ring:
SMILES	Measles CPE	bCat KO growth	HCT116 PTEN-null	E-sel TNF inh	MRP1 act	BB579 growth dn	Yeast lifespan up	Phagocyt inh	GALR2 blocker	NPY-Y2 antag
Cc1ccc2cc(CN(CC3CCCO3)C(=S)Nc3ccccc3)c(=O)[nH]c2c1C (stereo not given)	20	29	28	.	-3.6	-7	0	4	-7	3
COc1ccc(C(=O)N/C(=C/c2cccs2)c2nc3ccccc3[nH]2)cc1OC	13	80	71	4	-2.6	-43	4	-7	1	0
O=S(=O)(NCc1ccc(Cl)cc1)c1cnc[nH]1	6	102	100	-5	0.8	-6	-12	-1	1	3
C=CCn1c(-c2ccccc2)n[nH]c1=S	3	104	114	-3	-2.5	-16	-9	.	-8	-2
COc1ccc(-c2n[nH]c(C)c2-c2ccc(Cl)cc2)c(O)c1OC	3	44	41	-29	-1.3	-75	-9	2	0	1
O=C(c1ccccc1)c1c[nH]c2cc3c(cc2c1=O)OCO3	21	93	93	-10	-3.3	-5	.	.	4	1
Cc1ccc(C)c(N2CCN(C(=O)CCCCn3c(=O)[nH]c4ccccc4c3=O)CC2)c1	9	72	57	-10	-2.3	3	-25	-2	-9	3
